High-throughput results (PubChem)
NPY Y1 blocker = NPY-Y1 receptor antagonists, primary screen, cell-based; Neuropeptide Y receptor type 1 (Homo sapiens), P25929; HEK293-CNG Y1 cells, membrane potential fluorescence; NPY at EC95, then isoproterenol; inhibition, % at 3.6 µM; actives 1% (n = 200,000); AID 1040, 2008;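 active = inhibition above the campaign mean inhibition of all tested compounds plus 3 SD, cut at about 20% in these data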;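 also: 0% = DMSO wells given NPY plus isoproterenol and 100% = isoproterenol alone without NPY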
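Material: Y1- and CNG-channel-expressing HEK293 cells / Probe or stimulus: NPY 25 nM then isoproterenol 1 µM plus Ro 20-1724 25 µM / Doses: 3.6 µM single dose, DMSO 0.4% / Schedule: compound incubation 1 h at room temperature, readout 45 min post-stimulation / Signal: membrane potential fluorescence / Benchmarks: isoproterenol-only wells as full block versus NPY-plus-isoproterenol wells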
eIF4E-4G inh = eIF4E–eIF4G protein interaction inhibitors, primary screen, biochemical, uHTS, TR-FRET, eIF4GI fragment; TR-FRET eIF4E-eIF4GI(517-606) binding, 2 h; inhibition, % at 21.7 µM; actives 0.37% (n = 220,000); Eukaryotic translation initiation factor 4E (Mus musculus) + Eukaryotic translation …;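 active = inhibition above about 30%, limit read from the data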;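 also: 0% = full FRET control wells and 100% = background wells lacking eIF4GI fragment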
EP2 modulator = EP2 receptor modulators, cAMP readout, primary screen, cell-based, HTRF cAMP, PGE2 stimulation; Prostaglandin E2 receptor EP2 subtype (Homo sapiens), P43116; EP2-expressing cells, cAMP HTRF FRET, PGE2 co-stimulation; induction, % at 25 µM; actives 0.83% (n = 260,000);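 active = compounds whose cAMP rise, as percent of the full-agonist control response, exceeds 60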;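 also: rat C6 glioma line stably carrying human EP2 under a CMV promoter; the protocol text gives 20 µM as final concentration; 100% = response of wells given 1 µM PGE2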
S1P4 agonist = S1P4 receptor agonists, primary screen, cell-based; actives 0.35% (n = 220,000); AID 1509, 2009; S1P4-expressing cell line, agonist reporter assay; Sphingosine 1-phosphate receptor 4 (Homo sapiens), O95977; activation, % at 4.98 µM; in the data active = activation above about 11%;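 also: 0% = DMSO vehicle and 100% = reference agonist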
NPY-Y2 PAM-ag = NPY-Y2 potentiators or agonists, primary screen, cell-based | cells expressing NPY-Y2, potentiator/agonist read-out | activation, % at 3.6 µM | actives 0.45% (n = 220,000) | AID 1359, 2008; in the data active = activation above about 27%;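 also: cells stimulated with NPY near EC25 plus isoproterenol at EC100; 0% = vehicle plus submaximal agonist and 100% = vehicle plus saturating agonist; some results beyond the cut were filed as inactive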
EP2 antag = human EP2 receptor antagonists, primary screen, TR-FRET cAMP, C6 glioma cells. Prostaglandin E2 receptor EP2 subtype (Homo sapiens), P43116. C6 glioma cells expressing human EP2; cells stimulated with saturating PGE2. inhibition, % at 25 µM. actives 0.52% (n = 260,000);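 active = percent inhibition above 40 after rounding to a whole number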;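 also: rat C6 glioma host cells with rolipram phosphodiesterase inhibitor present; the protocol text gives 20 µM as final concentration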
S1P4 antagonist = S1P4 receptor antagonists, primary screen, cell-based; Sphingosine 1-phosphate receptor 4 (Homo sapiens), O95977; actives 0.26% (n = 220,000); inhibition, % at 4.98 µM; S1P4-expressing cells, antagonist mode, reporter read-out; in the data active = inhibition above about 29%;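 also: 0% = wells stimulated with agonist and 100% = vehicle wells without agonist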
p97 ATPase inh = inhibitors of human p97 ATPase, primary screen, biochemical | Transitional endoplasmic reticulum ATPase (Homo sapiens), P55072 | recombinant p97 ATPase, Kinase-Glo ATP luminescence, 3 h | inhibition, % at 8 µM | actives 0.42% (n = 220,000); in the data active = inhibition above about 15%;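 also: 0% = DMSO vehicle and 100% = wells lacking enzyme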
Target sequence (P55072 whole entry, looked up): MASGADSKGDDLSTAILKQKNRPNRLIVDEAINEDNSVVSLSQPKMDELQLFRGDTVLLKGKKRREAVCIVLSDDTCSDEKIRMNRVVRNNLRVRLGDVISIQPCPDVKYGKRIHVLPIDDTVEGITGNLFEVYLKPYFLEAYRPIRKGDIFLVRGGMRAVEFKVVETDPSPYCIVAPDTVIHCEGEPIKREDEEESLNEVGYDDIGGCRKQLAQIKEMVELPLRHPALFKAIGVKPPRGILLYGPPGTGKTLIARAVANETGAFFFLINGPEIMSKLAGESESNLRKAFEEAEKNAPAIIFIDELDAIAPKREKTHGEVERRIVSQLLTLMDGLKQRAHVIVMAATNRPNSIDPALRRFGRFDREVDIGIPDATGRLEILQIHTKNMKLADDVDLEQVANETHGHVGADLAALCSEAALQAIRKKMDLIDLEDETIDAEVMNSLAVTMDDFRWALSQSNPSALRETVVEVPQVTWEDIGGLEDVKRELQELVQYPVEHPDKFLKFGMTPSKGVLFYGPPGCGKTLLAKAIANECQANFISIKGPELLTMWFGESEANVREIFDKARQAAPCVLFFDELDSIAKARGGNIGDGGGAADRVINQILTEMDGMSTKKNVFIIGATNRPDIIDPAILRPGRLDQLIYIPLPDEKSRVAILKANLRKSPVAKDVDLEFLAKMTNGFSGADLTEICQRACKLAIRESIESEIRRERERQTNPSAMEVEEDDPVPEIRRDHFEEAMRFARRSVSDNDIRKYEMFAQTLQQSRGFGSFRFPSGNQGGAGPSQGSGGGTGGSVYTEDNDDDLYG
NPY-Y1 PAM-ag = NPY-Y1 receptor potentiators or agonists, primary screen, cell-based | NPY-Y1 expressing cells, potentiator/agonist activation | Neuropeptide Y receptor type 1 (Homo sapiens), P25929 | activation, % at 3.6 µM | actives 0.37% (n = 220,000); in the data active = activation above about 33%, passing the limit was not always enough;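 also: cells stimulated with NPY at EC10 then isoproterenol at EC100; 0% = low agonist plus stimulus and 100% = saturating agonist plus stimulus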
The depositor's hits bear a star; . = no result given; & = joins results of further samples; [ ] = dose if it differs, or a comment.

SMILES	NPY Y1 blocker	eIF4E-4G inh	EP2 modulator	S1P4 agonist	NPY-Y2 PAM-ag	EP2 antag	S1P4 antagonist	p97 ATPase inh	NPY-Y1 PAM-ag
CCOP(=O)(OCC)C(O)c1cc(OC)c(OC)c(OC)c1 (configuration not stated)	3.4	-2.2[fluorescence artefact?]	-3.5	4.1	-6.3	5.7	-22.9	5.5	-25.1
CSC(SC)=C(C#N)C(=O)c1ccccc1	.	-2.3	-37.7	0.8	-7.8	48.2*	8.3	-4.4	12.5
CCSc1nnc2ccc(-c3cccs3)nn12	-1.8	-0.8	-11.1	-0.4	-8.9	12.2	-1.1	-0.6	8.3
CCNc1nc(SCC(=O)Nc2ccc(Cl)c(Cl)c2)nc(N(C)C)n1	9.9	1.0	-2.0	0.7	-16.1	12.1	-3.8	2.8	-4.5
O=S(=O)(c1ccc(Cl)cc1)N1CCCC1c1nc2ccccc2s1 (configuration not stated)	3.9	-1.3	2.8	-0.7	-16.5	9.2	-8.5	-0.5	-18.5
Cc1ccc(OCCOCCOc2ccc(Br)cc2/C=N\NC(=O)c2ccncc2)cc1	-5.1	-5.2	-2.5	0.2	1.1	8.9	-17.4	-2.2	-30.5
CC(=O)Oc1ccc(C(=O)Nc2cccc(-c3nnc(-c4ccco4)o3)c2)cc1	.	-4.2	-33.9	2.0	6.4	8.5	8.7	3.5	4.2
CC(C)(C)c1cc(NC(=O)CSc2nnc(N)s2)n(-c2ccccc2)n1	1.0	3.0	1.3	2.6	11.1	9.4	-12.0	-1.2	8.5
CCCc1nnc(NC(=O)C(=O)NCCN(C)C)s1	.	-0.5	53.3	-0.2	23.9	4.6	-35.1	3.9	7.5
CC(=O)c1ccc(NC(=O)CNCC(c2ccccc2)N(C)C)cc1 (configuration not stated)	5.6	2.7	20.2	1.5	3.5	13.2	13.2	3.8	-3.1
O=C(NC1CC1)C1CCN(C2CCN(C(=O)CCOc3ccccc3)CC2)CC1	-1.2	-2.8	27.9	0.1	8.7	1.3	-6.6	1.1	1.9
CCC(=O)Nc1cccc(NC(=O)CSc2nnnn2C2CCCC2)c1	3.6	7.6	-0.7	1.1	20.8	6.6	-7.2	3.8	3.1

9 structures already listed, sorted by number of heavy atoms, largest number first:
SMILES	NPY Y1 blocker	eIF4E-4G inh	EP2 modulator	S1P4 agonist	NPY-Y2 PAM-ag	EP2 antag	S1P4 antagonist	p97 ATPase inh	NPY-Y1 PAM-ag
Cc1ccc(OCCOCCOc2ccc(Br)cc2/C=N\NC(=O)c2ccncc2)cc1	-5.1	-5.2	-2.5	0.2	1.1	8.9	-17.4	-2.2	-30.5
CC(=O)Oc1ccc(C(=O)Nc2cccc(-c3nnc(-c4ccco4)o3)c2)cc1	.	-4.2	-33.9	2.0	6.4	8.5	8.7	3.5	4.2
CCC(=O)Nc1cccc(NC(=O)CSc2nnnn2C2CCCC2)c1	3.6	7.6	-0.7	1.1	20.8	6.6	-7.2	3.8	3.1
CC(=O)c1ccc(NC(=O)CNCC(c2ccccc2)N(C)C)cc1 (configuration not stated)	5.6	2.7	20.2	1.5	3.5	13.2	13.2	3.8	-3.1
O=S(=O)(c1ccc(Cl)cc1)N1CCCC1c1nc2ccccc2s1 (configuration not stated)	3.9	-1.3	2.8	-0.7	-16.5	9.2	-8.5	-0.5	-18.5
CCOP(=O)(OCC)C(O)c1cc(OC)c(OC)c(OC)c1 (configuration not stated)	3.4	-2.2[fluorescence artefact?]	-3.5	4.1	-6.3	5.7	-22.9	5.5	-25.1
CCCc1nnc(NC(=O)C(=O)NCCN(C)C)s1	.	-0.5	53.3	-0.2	23.9	4.6	-35.1	3.9	7.5
CCSc1nnc2ccc(-c3cccs3)nn12	-1.8	-0.8	-11.1	-0.4	-8.9	12.2	-1.1	-0.6	8.3
CSC(SC)=C(C#N)C(=O)c1ccccc1	.	-2.3	-37.7	0.8	-7.8	48.2*	8.3	-4.4	12.5

Continuation:
SMILES	NPY Y1 blocker	eIF4E-4G inh	EP2 modulator	S1P4 agonist	NPY-Y2 PAM-ag	EP2 antag	S1P4 antagonist	p97 ATPase inh	NPY-Y1 PAM-ag
Cc1cc(C)cc(NS(=O)(=O)c2ccc3oc(=O)ccc3c2)c1	2.5	11.7	-3.1	1.5	8.4	-0.8	-21.9	-1.1	9.0
COc1cc2c(C(=O)NCc3ccc4c(c3)OCO4)cn(C)c(=O)c2cc1OC	-0.4	-0.2	-3.7	1.9	-10.8	34.5	2.9	-8.8	1.0
CCC(CC)C(=O)Nc1ccccc1NC(C)=O	-3.0	-0.3[fluorescence artefact?]	13.1	0.1	-12.1	14.1	-0.7	5.7	-6.2
O=S(=O)(NCC1CCCO1)c1ccc(S(=O)(=O)N2CCc3ccccc3C2)cc1 (configuration not stated)	0.2	-0.8	-16.2	0.8	6.1	15.4	-30.0	-5.1	11.4
CCN(CC)S(=O)(=O)c1ccc(NC2=NS(=O)(=O)c3ccccc32)cc1	-0.9	3.3	-30.4&-14.8	-2.8	5.8	5.9&8.0	-6.1	1.9	-10.1
CCc1nnc(NC(=O)Cc2ccc(OC)cc2)s1	-1.4	2.0	26.4	0.2	-4.5	5.0	-2.9	2.7	0.1
O=C(Cn1c(N2CCN(C/C=C/c3ccccc3)CC2)nc2ccccc21)c1ccccc1	5.1	3.2	25.3	-0.3	-28.4	1.4	-20.1	-8.7	-11.0
CNC(=S)N(C)c1ccccc1	7.2	-0.2[fluorescence artefact?]	-2.7	-0.7	-1.2	4.8	-24.3	2.6	-2.9
Cc1ccc(NC(=O)C2C3/C=C\CCCCC32)cc1C (configuration not stated)	4.5	-14.2	-5.8	-0.3	-19.5	10.3	10.6	2.3	-3.0
COc1ccc(NC(=O)C2C3C=CC4(CN(Cc5cccnc5)C(=O)C24)O3)c(OC)c1 (configuration not stated)	7.8	0.3	-1.2	-2.5	6.3	9.2	-5.0	4.3	-10.1
C=CCNC(=S)NNc1nc2c(c(=O)[nH]1)C1(CCCCC1)Cc1ccccc1-2	2.6	1.5	23.0	1.3	-1.1	5.4	-21.9	-6.0	-0.2
O=C(O)/C=C/C(=O)NCCc1ccc(Cl)cc1	.	2.6	6.5	-0.2	-1.6	10.7	-20.8	-2.4	0.1
CSc1cccc(NC(=O)C2(S(=O)(=O)c3ccc(C)cc3)CC2)c1	0.5	3.8	-20.4	0.0	-3.9	13.1	5.0	-1.6	-0.2
COc1ccc(NC(=O)COC(C)=O)cc1Cl	5.1	6.9	6.5	1.2	12.6	12.1	-22.7	2.2	9.0
COc1cccc(C(=O)NCC(=O)N/N=C(C)\C=C\c2ccccc2)c1	7.3	-2.6	-13.4	0.7	-0.6	14.4	-11.2	-0.1	0.1

One compound at a time, as listed above. Order of values: NPY Y1 blocker, eIF4E-4G inh, EP2 modulator, S1P4 agonist, NPY-Y2 PAM-ag, EP2 antag, S1P4 antagonist, p97 ATPase inh, NPY-Y1 PAM-ag
COc1cccc(C(=O)NCC(=O)N/N=C(C)\C=C\c2ccccc2)c1 is listed as 7.3, -2.6, -13.4, 0.7, -0.6, 14.4, -11.2, -0.1, 0.1
COc1ccc(NC(=O)C2C3C=CC4(CN(Cc5cccnc5)C(=O)C24)O3)c(OC)c1 (configuration not stated) is listed as 7.8, 0.3, -1.2, -2.5, 6.3, 9.2, -5.0, 4.3, -10.1

Some of the compounds tested (hit frequency here may not be typical).
